PI4K2A inh – PI4K2A (human) kinase inhibition; Q9BTU6; purified PI4K2A, ADP-Glo luminescence, 1 h; active compounds read low; activity change, negative = inhibition, % at 76.9 µM; 0.13% of 420,000 active; in the data active means activity change below about -50%; inconclusive means mostly about -30% to -49%;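 further: -100% = wells without enzyme as full effect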
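Compounds are screened against recombinant PI4K2A using PI as substrate and ATP, the latter dispensed at 300 microM. Reactions run one hour at ambient temperature before ADP-Glo detection; full inhibition defined by wells lacking enzyme.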
12-LOX inh – inhibitors of human 12S-lipoxygenase ALOX12 | purified 12hLO, xylenol orange hydroperoxide absorbance | 1.1% of 580,000 active | P18054 | Potency, µM (highest dose often 108 µM), for inactives: at the top dose activity change, negative = inhibition, actives largely listed as inhibitors | AID 1671190; further: potency means the concentration at half of the fitted maximal effect; on the % scale 0 is the no-effect control and ±100 the full control effect
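Purified human 12hLO (150 nM final) in 25 mM Hepes, 0.01% Triton X-100, pH 7.0 was preincubated 15 min at room temperature with compound. Then 40 uM arachidonic acid was added, 30 min. Hydroperoxide was read by Fe-XO absorbance ratio 573/405 nm.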
ERG-DNA inh – ERG Ets/DNA interaction inhibition. fluorescence polarization, His-ERG Ets domain / labelled DNA. Potency, µM (titrated, usually from 76.9 µM), without a hit: at the top dose FP activity, negative = inhibition, usual class: inhibitors. P11308. AID 624246. 0.028% of 370,000 active; active means well fitted inhibition curve with a large enough effect in the polarisation, with a control signal flat; inconclusive means small, poorly fitted or top-dose-only effect, or effect the other way, or a change in a side signal; inactive means no such curve, though single readings can be large or run the other way; the % refers to the polarisation;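 further: polarization taken with two DNA probes labelled with fluorescein and Texas red; potency means the concentration at half of the fitted maximal effect; % of control where 0% means no effect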
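His-tagged ERG Ets domain (1 uM in the protein solution; 300mM KCl, 50mM Tris-HCl, 1mM EDTA, 1mM DTT, pH 7.5) received compound, then a probe mix of 5 nM fluorescein-DNA and 100nM Texas-615-DNA. Fluorescence polarization was read for both dyes.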
HP1b binding inh – HP1-beta chromodomain-methylated histone interaction inhibition. AlphaScreen HP1-beta / biotin-H3K9me3 peptide binding. Potency, µM (highest dose often 114 µM), without a hit: at the highest dose activity change, negative = inhibition, most hits filed as inhibitors. 0.56% of 390,000 active; further: potency means the concentration at half of the fitted maximal effect; nearly all actives have a fitted effect of over 70% in size; inactives centre near 23
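HP1-beta protein (50 nM final) preincubated 30 min at room temperature with biotinylated H3(1-18)K9me3 peptide (50 nM) in PBS pH 7.4, 0.01% Tween-20, then compound added for 30 min. AlphaScreen streptavidin donor/nickel chelate acceptor beads (10 ug/mL final), 30 min dark, luminescence read.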
G9a inh – blocks human histone lysine methyltransferase G9a; Q96KQ7; G9a H3K9 monomethylation, AlphaScreen, 2 h; Potency, µM (highest dose often 102 µM), for inactives: top-dose activity, negative = inhibition, hits mostly inhibitors; 8.8% of 350,000 active; AID 504332; further: potency means the concentration at half of the fitted maximal effect; on the % scale 0 is the no-effect control and ±100 the full control effect; nearly all actives have a fitted effect of over 75% in size
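AlphaScreen detection with an anti-monomethyl H3K9 antibody quantified product after a 2 h room-temperature reaction containing 500 nM biotinylated H3K9 peptide, 20 µM SAM and 20 nM enzyme, which had been preincubated 15 min with compound.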
GLS inhibitor – inhibitors of human glutaminase (GLS). 0.21% of 410,000 active. GLS enzymatic activity, qHTS titration. Potency, µM (doses to about 45.5 µM), for the others: at the highest dose activity change, negative = inhibition, usual class: inhibitors; further: potency means the concentration at half of the fitted maximal effect; on the % scale 0 is the no-effect control and ±100 the full control effect
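Read-out is an Amplex red fluorescence increase coupled through glutamate oxidase and HRP, measured before and after 30 min room-temperature incubation. hKGA is in 45 mM KH2PO4 (pH 8.2) with 0.02% Tween-20; glutamine added as 1mM solution.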
JMJD2A Tudor inh – JMJD2A Tudor domain (human) inhibition; O75164; AlphaScreen JMJD2A-Tudor / H3K4me3 peptide binding; Potency, µM (doses to about 114 µM), without a hit: at the top dose activity change, negative = inhibition, actives largely listed as inhibitors; 4.4% of 390,000 active; AID 504339; further: potency means the concentration at half of the fitted maximal effect; on the % scale 0 is the no-effect control and ±100 the full control effect; nearly all actives have a fitted effect of over 50% in size
BAZ2B block – inhibitors of human BAZ2B bromodomain; AlphaScreen BAZ2B-H3K14Ac peptide displacement; Potency, µM (highest dose often 114 µM), for inactives: at the top dose activity change, negative = inhibition, usual class: inhibitors; 4.4% of 360,000 active; AID 504333; further: potency means the concentration at half of the fitted maximal effect; on the % scale 0 is the no-effect control and ±100 the full control effect; nearly all actives have a fitted effect of over 60% in size
Target sequence (Q9UIF8 whole entry, looked up): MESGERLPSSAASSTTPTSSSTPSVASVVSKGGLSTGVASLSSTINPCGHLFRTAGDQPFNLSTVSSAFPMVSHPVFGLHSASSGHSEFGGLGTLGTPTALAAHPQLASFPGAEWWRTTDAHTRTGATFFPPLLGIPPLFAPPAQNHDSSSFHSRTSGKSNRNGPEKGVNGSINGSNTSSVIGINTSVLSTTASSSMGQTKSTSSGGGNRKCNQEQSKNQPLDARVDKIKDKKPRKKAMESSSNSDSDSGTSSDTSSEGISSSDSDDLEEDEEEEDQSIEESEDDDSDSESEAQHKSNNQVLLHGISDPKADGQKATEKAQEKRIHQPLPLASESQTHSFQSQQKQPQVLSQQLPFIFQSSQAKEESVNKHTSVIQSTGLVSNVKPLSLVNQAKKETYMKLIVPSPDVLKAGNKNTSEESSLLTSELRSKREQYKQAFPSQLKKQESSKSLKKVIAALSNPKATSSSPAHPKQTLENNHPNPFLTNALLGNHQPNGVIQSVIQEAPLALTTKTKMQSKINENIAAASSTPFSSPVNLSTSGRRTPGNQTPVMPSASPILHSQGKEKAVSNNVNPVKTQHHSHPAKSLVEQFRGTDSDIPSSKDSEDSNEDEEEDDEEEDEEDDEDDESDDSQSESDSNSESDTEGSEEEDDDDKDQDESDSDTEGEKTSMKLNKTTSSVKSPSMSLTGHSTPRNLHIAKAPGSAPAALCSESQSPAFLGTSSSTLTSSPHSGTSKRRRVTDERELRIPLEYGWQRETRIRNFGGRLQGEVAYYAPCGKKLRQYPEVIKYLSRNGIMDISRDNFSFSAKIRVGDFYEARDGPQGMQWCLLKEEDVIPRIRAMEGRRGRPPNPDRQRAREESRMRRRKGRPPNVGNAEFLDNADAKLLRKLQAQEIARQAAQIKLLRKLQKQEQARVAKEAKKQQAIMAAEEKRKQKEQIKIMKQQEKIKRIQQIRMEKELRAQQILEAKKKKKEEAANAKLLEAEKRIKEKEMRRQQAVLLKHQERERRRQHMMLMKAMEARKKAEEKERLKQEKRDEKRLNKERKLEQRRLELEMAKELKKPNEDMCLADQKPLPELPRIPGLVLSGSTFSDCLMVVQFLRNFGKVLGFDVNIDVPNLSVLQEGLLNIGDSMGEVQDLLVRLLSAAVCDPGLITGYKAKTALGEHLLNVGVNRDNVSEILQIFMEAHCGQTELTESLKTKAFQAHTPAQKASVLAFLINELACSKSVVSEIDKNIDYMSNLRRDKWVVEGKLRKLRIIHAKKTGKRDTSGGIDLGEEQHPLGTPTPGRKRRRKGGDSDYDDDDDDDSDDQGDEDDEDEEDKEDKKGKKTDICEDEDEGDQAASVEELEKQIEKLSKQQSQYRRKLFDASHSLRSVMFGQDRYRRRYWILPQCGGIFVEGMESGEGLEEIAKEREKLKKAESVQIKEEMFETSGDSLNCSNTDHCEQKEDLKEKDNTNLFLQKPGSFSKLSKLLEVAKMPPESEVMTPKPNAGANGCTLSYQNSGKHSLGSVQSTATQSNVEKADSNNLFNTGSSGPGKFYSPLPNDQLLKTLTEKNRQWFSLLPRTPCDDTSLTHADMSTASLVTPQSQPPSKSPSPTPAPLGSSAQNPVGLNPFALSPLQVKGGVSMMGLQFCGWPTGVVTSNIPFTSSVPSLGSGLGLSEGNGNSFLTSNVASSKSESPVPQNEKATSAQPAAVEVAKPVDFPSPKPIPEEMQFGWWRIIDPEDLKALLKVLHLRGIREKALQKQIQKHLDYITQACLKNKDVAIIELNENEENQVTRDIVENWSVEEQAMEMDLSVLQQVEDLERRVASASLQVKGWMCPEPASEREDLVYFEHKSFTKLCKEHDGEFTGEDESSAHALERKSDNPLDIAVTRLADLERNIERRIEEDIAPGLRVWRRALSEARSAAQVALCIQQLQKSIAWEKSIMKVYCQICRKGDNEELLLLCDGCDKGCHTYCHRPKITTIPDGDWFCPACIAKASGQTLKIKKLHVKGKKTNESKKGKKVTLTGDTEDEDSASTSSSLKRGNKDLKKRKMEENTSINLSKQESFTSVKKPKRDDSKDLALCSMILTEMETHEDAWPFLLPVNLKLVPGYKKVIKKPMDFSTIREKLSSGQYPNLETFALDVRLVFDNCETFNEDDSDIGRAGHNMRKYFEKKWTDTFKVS
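Compounds, titrated to a top concentration of 110 uM, were incubated 30 min at room temperature with preformed BAZ2B/acetyl-K14 H3 peptide complex (50 nM each). Proximity signal was measured by AlphaScreen after 20 min with beads.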
RGS4 inh – human RGS4 inhibition; P49798; Transcreener GDP fluorescence polarization, RGS4-accelerated GTP hydrolysis; Potency, µM (doses to about 114 µM), inactives show at the top dose activity change, negative = inhibition, hits mostly inhibitors; 0.039% of 390,000 active; AID 504845; further: potency means the concentration at half of the fitted maximal effect; on the % scale 0 is the no-effect control and ±100 the full control effect; nearly all actives have a fitted effect of over 75% in size; some results filed as inactive show a strong effect at the top dose
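MLSMR compounds (23 nl, pin-transferred) preincubated 10 min at room temperature with a 500nM (2x) first reagent, then RGS4 at 900nM (2x) plus Transcreener GDP mix added; fluorescence polarization (620/688 nm) read before and after 90 min at 30 °C.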
An asterisk follows results filed as active; u = inconclusive; x = no result given; & = joins results of further samples; [ ] = remark or other dose. Unless noted, the call rests on the fitted dose curve; in most records, active means well fitted curve in the direction sought with a large enough effect; inconclusive means small, poorly fitted or top-dose-only effect, or another doubt; inactive means no such curve, though single readings can be large; an effect the other way counts as inactive or inconclusive.

SMILES | PI4K2A inh | 12-LOX inh | ERG-DNA inh | HP1b binding inh | G9a inh | GLS inhibitor | JMJD2A Tudor inh | BAZ2B block | RGS4 inh
O=C(NCCOC(=O)c1ccncc1)c1ccccc1 | 1.0 | 0.9% | 9.9% | 24.6% | -2.9%[59 µM] | -1.6% | -3.6% | -19.3% | 9.4%
O=C(Cc1c(Cl)cccc1Cl)Nc1cccc(S(=O)(=O)N2CCOCC2)c1 | -1.9 | -4.7% | 8.5% | 30.3% | 30.9%[59 µM] | -0.1% | -8.2% | -14.5% | -1.0%
Oc1ccccc1/C=N/Nc1cc(N2CCCC2)nc(N2CCCC2)n1 | 1.7 | u | -0.1% | u | u | -4.7% | 28.2µM* | 25.1µM* | -25.1%
COc1ccc(/C=C/C(=O)NC(=S)Nc2ccc(C(=O)O)cc2)cc1 | 6.6 | -14.7% | 8.9% | -18.3% | u | -10.0% | -27.9% | u | -26.9%
Cn1nc(-c2ccc(C(=O)NCC3CCCO3)cc2)c2ccccc2c1=O (stereo not drawn) | -1.0 | -8.8% | -0.9% | 16.3% | -1.7% | 11.0% | -6.6% | 23.8% | 22.9%
O=C(CN1C(=O)NC2(CCCCC2)C1=O)Nc1nc2c(F)cc(F)cc2s1 | 4.1 | u | -3.9% | 22.4% | 50.1µM* | 10.3% | -20.0% | 4.5% | -11.5%
COC(=O)c1cc(C(=O)Nc2ccc(S(N)(=O)=O)cc2)cc([N+](=O)[O-])c1 | 0.6 | 1.4% | 2.0% | 26.9% | 6.4% | 21.5% | -18.5% | u | 9.0%
CCOC(=O)c1cccc(NC(=O)CCc2c(C)nc3ncnn3c2C)c1 | 0.4 | 0.0% | 2.4% | 45.8%[activator] | u | 2.5% | 4.5% | -4.4% | -19.2%
O=C(NCc1cccnc1)C1c2ccccc2C(=O)N1Cc1ccco1 (stereo not drawn) | -0.5 | -14.3% | -3.0% | 28.6% | 16.9%[59 µM] | -2.7% | -10.4% | 8.2% | -4.2%
COc1cc(C=O)c(Br)cc1OC1CCCC1 | 9.6 | 0.0% | 1.7% | 69.5%[activator] | 43.5%[59 µM] | 11.9% | 18.3% | 7.0% | -28.5%
N#CCCN(C(=O)Nc1ccc(Cl)c(Cl)c1)c1ccccc1 | 1.2 | -14.0% | -2.2% | 33.4% | 11.0% | 1.9% | -12.8% | 8.4% | -13.6%
COc1ccc(-c2csc3ncnc(Nc4ccc(OC)c(OC)c4)c23)cc1 | -3.6 | -11.6% | 7.5% | -0.7% | 5.4%[59 µM] | 18.3% | u | -30.5% | -22.6%
O=C(c1ccc(-c2ccccc2)cc1)N1CCN(C(=O)c2ccco2)CC1 | -1.4 | 3.6% | 2.1% | 17.2% | -13.5%[59 µM] | 9.8% | -11.2% | -24.5% | 0.5%
CC12CCC(c3c(C(=O)Nc4nccs4)nn(-c4ccccc4)c31)C2(C)C (stereo not drawn) | 45.4 | 2.8% | 1.7% | 17.9% | u | -4.0% | -26.4% | -7.3% | -29.3%
O=C(NCC1CCCO1)c1ccc(COc2ccc(Br)cc2)cc1 (stereo not drawn) | -2.4 | 7.8% | 8.7% | 11.8% | 13.5% | 13.2% | -6.8% | 5.8% | 22.9%

Exported comma-delimited: entries from further up
Molecule,PI4K2A inh,12-LOX inh,ERG-DNA inh,HP1b binding inh,G9a inh,GLS inhibitor,JMJD2A Tudor inh,BAZ2B block,RGS4 inh
CCOC(=O)c1cccc(NC(=O)CCc2c(C)nc3ncnn3c2C)c1,0.4,0.0%,2.4%,45.8%[activator],u,2.5%,4.5%,-4.4%,-19.2%
O=C(NCc1cccnc1)C1c2ccccc2C(=O)N1Cc1ccco1 (stereo not drawn),-0.5,-14.3%,-3.0%,28.6%,16.9%[59 µM],-2.7%,-10.4%,8.2%,-4.2%

Other records
SMILES | PI4K2A inh | 12-LOX inh | ERG-DNA inh | HP1b binding inh | G9a inh | GLS inhibitor | JMJD2A Tudor inh | BAZ2B block | RGS4 inh
CCCNC(=O)Cn1cnc2sc(C(=O)N3CCN(c4ccc(F)cc4)CC3)c(C)c2c1=O | 3.3 | 0.0% | -1.5% | 31.2% | -2.5% | 3.0% | -13.0% | -8.6% | 6.8%
O=C1COc2ccc(S(=O)(=O)N3CCc4ccccc43)cc2N1 | 8.4 | -7.8% | -9.1% | 14.2% | 1.2% | -8.3% | -13.2%[11.4 µM] | -18.7% | 16.5%[11.4 µM]
CCCc1ccc(OCC(O)CN2CCN(c3ccccn3)CC2)cc1 (stereo not drawn) | -8.0 | u | -1.1% | 4.8% | 50.1µM* | 15.9% | u | u | 26.3%
O=S(=O)(c1ccccc1Cl)N1CCCC1c1nc(-c2cccc(Cl)c2)no1 (stereo not drawn) | -0.2 | 5.6% | 2.8% | 88.6%[activator] | 68.3%[activator][59 µM] | 1.6% | 15.3% | 24.7% | 21.2%
c1csc(-c2nc3ccccc3[nH]2)c1 | -10.6 | 0.0% | -11.1% | 3.3% | u | -12.2% | -1.5%[11.4 µM] | -0.1% | -4.8%[11.4 µM]
O=C(Cn1c(C(F)(F)F)nc2ccccc21)NCCCN1CCOCC1 | 9.7 | 0.0% | -7.2% | 26.6% | 15.4%[59 µM] | x | 2.1% | -4.1% | -10.1%
COC(=O)c1sccc1NC(=O)c1ccc(C)o1 | -11.2 | 0.1% | -5.8% | 22.9% | -33.0%[59 µM] | -4.5% | 8.5% | 7.7% | -16.1%
C=CCN1C(=O)/C(=C/C=C2/N(CC)c3ccc(S(=O)(=O)N(C)C)cc3N2CC)SC1=S | -5.8 | -25.9% | 102.3%[activator] | -7.8% | u | -26.8% | -19.1% | u | 18.2%[56.9 µM]
Cc1ccc(Cl)cc1NC(=O)CN1C(=O)c2cccc3cccc1c23 | -0.8 | -12.6% | 14.2% | 25.7% | 4.1%[59 µM] | 1.9% | -3.8% | -1.5% | 8.3%
O=C(NCc1ccncc1)C12CC3CC(CC(Cl)(C3)C1)C2 | -0.3 | 1.5% | -1.4% | 20.5% | -7.4% | -9.3% | -2.5% | -8.2% | 0.3%
CC(C)(C)C(=O)N1CCC(O)(CS(=O)(=O)Cc2ccc(Cl)cc2)CC1 | -0.6 | -15.1% | -6.1% | 19.4% | 8.4% | x | 13.7% | 7.3% | 21.0%
CCCn1c(SCC(=O)c2ccc3c(c2)OCCO3)nnc1C(C)C | 4.3 | u | -8.6% | u | 44.7µM* | u | u | 1.0% | -42.3%[11.4 µM]
C=CCn1c[n+](CC(=O)c2ccc(Br)s2)c2ccccc21 | 2.8 | -10.6% | 2.8% | 27.1% | 1.7% | -2.7% | -14.7% | -3.6% | 6.6%
O=C(c1cccs1)N1CCC(C(=O)N2CCN(Cc3ccc4c(c3)OCO4)CC2)CC1 | -3.1 | -1.4% | 13.1% | 24.1% | 5.7% | 2.3% | -6.0% | -12.4% | 7.4%
CCN1CCN(S(=O)(=O)c2ccc(S(=O)(=O)N(CC)Cc3ccccc3)cc2)CC1 | 1.5 | 1.41µM* | x | 15.5% | -3.6%[12.7 µM] | 9.5% | -15.1% | 3.9% | -6.9%
Cc1[nH]c2ccccc2c1/C=C/c1nc2ccccc2c(=O)n1CCO | -1.4 | -28.0% | -4.0% | 35.5% | -0.3%[59 µM] | -9.7% | -3.0% | -37.5% | -10.6%
COc1ccc(-c2cc3nc(-c4ccccc4)cc(N4CCC(O)CC4)n3n2)cc1 | -2.4 | -3.4% | -2.9% | 50.1%[activator] | 18.1% | -24.3% | 16.7% | 3.2% | -22.9%
COc1cc(NC(=O)c2cccs2)ccc1NC(=O)c1ccccc1Cl | 2.8 | -10.9% | 0.0% | 5.4% | 27.0%[59 µM] | 0.8% | -30.1% | -22.8% | -43.0%
Cc1cc(=O)oc2cc(OC(C)C(=O)NC3(C#N)CCCCC3)ccc12 (stereo not drawn) | -6.9 | -1.1%&22.8% | -1.5% | 25.7% | 13.5%[0.501 µM] | 4.4% | -19.0% | 8.5% | -2.8%
O=C(Nc1nc(COc2ccccc2)cs1)C1CCC1 | 1.2 | 10.0% | 0.6% | 58.9%[activator] | 11.4%[59 µM] | -25.5% | 2.3% | 2.6% | -33.7%
Cc1ccc(CN2CCC(n3nccc3NC(=O)C3CCOC3)CC2)cc1 (stereo not drawn) | -0.9 | -2.9% | 5.1% | 33.6% | 90.0%[activator] | 6.5% | -16.0% | 0.1% | 3.3%
CCN(CC)S(=O)(=O)c1ccc(NC(=O)CNC2CCCCC2)cc1 | 3.0 | u | -12.7% | u | 25.1µM* | -2.3% | 5.62µM* | 79.4µM* | 30.1%
CC(=O)c1ccc(-n2nnnc2SCC(=O)N2CCN(C(=O)c3ccco3)CC2)cc1 | -9.1 | 300.8%[activator] | -3.3% | 17.9% | 26.7% | 5.9% | -7.9% | 10.3% | 28.2%
C/C(CCc1oc2c(Br)cc(Br)cc2c1-c1ccc(C)o1)=N\O | 1.2 | u | x | 2.3% | u | -23.4% | u | u | u
CCC(C)NC(=O)CC1Oc2ccc(Cl)cc2NC1=O (stereo not drawn) | -1.0 | 389.6%[activator] | 8.8% | 47.1%[activator] | 44.7µM* | 6.9% | -10.6% | 10.5% | -4.2%
CCCc1[nH]nc2c1C(/C(C)=C/c1ccccc1)C(C#N)=C(N)O2 (stereo not drawn) | -3.2 | -16.0% | x | 18.2% | -25.7%[59 µM] | 14.8% | -16.9% | -28.5% | -0.2%
CC(=O)C1=C(O)C(=O)N(CC#N)C1c1cccs1 (stereo not drawn) | -5.0 | -17.8% | -2.6% | 13.8% | -5.2%[59 µM] | -9.0% | 79.4µM* | -11.2% | 28.5%

This is a subset; the hit share may differ from the screen's.
